iPSC survival up – enhancers of human iPSC single-cell survival. hiPSC single-cell survival, ATPlite luminescence; 100% = ROCK inhibitor wells, 0% = DMSO. survival enhancement, % at 20 µM. 360,000 compounds, 0.044% hits; in the data active = survival enhancement above about 18%;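 also: cells exposed to compounds for 16 hours before the ATP read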
aDG glyco up – alpha-DG glycosylation activation; 360,000 compounds, 0.22% hits; activation, % at 10 µM; AID 624168; Pro5-aDG cells, alpha-DG glycosylation AlphaScreen (IIH6); 0% Pro5, 100% B10-LARGE cell signal;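 active = activation of at least 8% versus controls, or a plate z-score of at least 8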;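 also: Pro5 are CHO cells carrying HIG-tagged alpha-DG that lacks glycosylation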
N-glyco inh – blocks N-linked glycosylation in D54 reporter cells. reporter increase, % at 12.5 µM. D54 ERlucT glycosylation luciferase reporter, 24 h; percent of 100 nM tunicamycin response. 360,000 compounds, 0.23% hits. AID 588692;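 active = mean luciferase reporter signal, scaled so untreated is 0 and the glycosylation-blocking control 100, at or above a set limit in every replicate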;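 also: luciferase carries N-glycosylation sites so blocking glycosylation raises the light; 0% = median of neutral control wells and 100% = median of 100 nM tunicamycin wells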
ABHD5-PLIN5 inh – inhibitors of human ABHD5-perilipin-5 interaction. 360,000 compounds, 0.78% hits. Q00G26+Q8WTS1. Split G. princeps luciferase complementation, luminescence, 4 h. inhibition, % at 4 µM;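 active = inhibition above the mean inhibition across every tested compound plus 3 SD, cut at about 22% in these data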;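 also: 0% = DMSO only wells and the 100% control is not disclosed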
MC4R antag cAMP – antagonists of human melanocortin 4 receptor (MC4R). 360,000 compounds, 0.48% hits. AID 540295. MC4R-expressing cells, MTII-stimulated cAMP, LANCE TR-FRET. P32245. inhibition, % at 6.5 µM;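 active = inhibition above its plate's cutoff, the mean of tested wells on that plate plus 3 SD, cut at about 29% in these data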;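 also: 0% = Melanotan II alone and 100% = Melanotan II plus saturating MCL0020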
Target sequence (P32245 whole entry, looked up): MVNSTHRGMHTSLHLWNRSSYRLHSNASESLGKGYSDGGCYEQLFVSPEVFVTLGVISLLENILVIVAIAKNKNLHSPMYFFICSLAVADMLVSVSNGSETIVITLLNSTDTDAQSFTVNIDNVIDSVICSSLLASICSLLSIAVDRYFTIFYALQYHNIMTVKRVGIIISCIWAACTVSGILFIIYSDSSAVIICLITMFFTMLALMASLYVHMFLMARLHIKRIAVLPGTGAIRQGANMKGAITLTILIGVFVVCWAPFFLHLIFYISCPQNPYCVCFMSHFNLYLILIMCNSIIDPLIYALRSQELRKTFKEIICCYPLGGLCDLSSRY
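System: U2OS-MC4R stable cell line; Technique: Eu-cAMP/anti-cAMP TR-FRET, emission 671 nm; Repeats: single well per compound; Also added: Melanotan II; Dosing: one concentration, 6.5 µM nominal; Schedule: 30-min compound, 1-h challenge, 1-h detection, room temperature.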
Granule exo inh – lytic granule exocytosis inhibition. TALL-104 LAMP-1 surface exposure, flow cytometry; cells stimulated with thapsigargin and PMA. inhibition, % at 10 µM. 360,000 compounds, 0.66% hits. AID 651702;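 active = inhibition above about 55%, limit read from the data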
HTR2A ag – agonists of mouse serotonin 5-HT2A receptor (HTR2A). P35363. 360,000 compounds, 0.66% hits. CHO-K1 mHTR2A beta-arrestin complementation, luminescence; percent of 30 µM serotonin response. activation, % at 7.6 µM;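 active = activation above a run cutoff, the mean activation of all tested compounds plus 3 SD, cut at about 14% in these data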;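 also: 0% = plate median of compound wells and 100% = 30 µM serotonin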
Target sequence (P35363 whole entry, looked up): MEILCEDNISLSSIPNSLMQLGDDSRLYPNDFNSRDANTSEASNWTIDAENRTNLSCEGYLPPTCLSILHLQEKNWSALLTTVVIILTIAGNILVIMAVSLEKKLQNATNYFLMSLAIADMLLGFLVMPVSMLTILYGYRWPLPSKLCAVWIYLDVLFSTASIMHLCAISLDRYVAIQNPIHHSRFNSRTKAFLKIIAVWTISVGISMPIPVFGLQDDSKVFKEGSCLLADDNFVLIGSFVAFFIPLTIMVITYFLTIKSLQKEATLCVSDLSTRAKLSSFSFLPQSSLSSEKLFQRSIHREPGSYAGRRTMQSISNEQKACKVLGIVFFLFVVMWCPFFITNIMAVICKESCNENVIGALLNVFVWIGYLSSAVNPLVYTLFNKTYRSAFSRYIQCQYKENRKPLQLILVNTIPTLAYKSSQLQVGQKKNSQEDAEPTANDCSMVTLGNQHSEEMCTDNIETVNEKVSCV
ABCB6 inh MLPCN – inhibitors of human ABC transporter ABCB6 | K562-ABCB6 porphyrin accumulation, flow cytometry, 1 h; hits give low values | AID 602162 | 360,000 compounds, 0.19% hits | fluorescence ratio to DMSO, % at 10 µM | Q9NP58;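 active = fluorescence ratio to DMSO below 75%, the collection mean minus 3 SD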;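 also: signal is porphyrin accumulated inside mitochondria; 100% equals median channel fluorescence of DMSO control wells; lower ratio means ABCB6 inhibition with less porphyrin fluorescence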
MC4R ag barr – activates human MC4R beta-arrestin recruitment. P32245. U2OS MC4R beta-arrestin complementation, luminescence; percent of melanotan II response, DMSO zero. activation, % at 8.9 µM. 360,000 compounds, 0.98% hits. AID 540308;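 active = activation above a per-plate cutoff, the mean activation of sample wells on that plate plus 3 SD, cut at about 8% in these data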
Cardio protect – myocardial damage modulation in H9c2 cells | H9c2 cardiomyocytes, H2O2 injury protection, ATPLite, 2 h | protection from H2O2 cell death, % at 20 µM | 360,000 compounds, 0.63% hits;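 active = compounds giving at least 50% protection of heart cells from peroxide-induced death in the single-dose screen, raw or plate-pattern-corrected value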;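 also: 0% = DMSO wells with peroxide and 100% = DMSO wells without peroxide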
Numbers without * were called inactive; i = inactive; · = not tested or not shown.

SMILES	iPSC survival up	aDG glyco up	N-glyco inh	ABHD5-PLIN5 inh	MC4R antag cAMP	Granule exo inh	HTR2A ag	ABCB6 inh MLPCN	MC4R ag barr	Cardio protect
CC(C)[C@H](NC(=O)c1ccccc1F)C(=O)Nc1ccc(F)c(F)c1	0.6	0.0	-1	3	5	16	6	96	2.0	-2
CCN(Cc1ccccc1)S(=O)(=O)c1ccc(C(=O)N(CCCN(C)C)c2nc3cc(C)cc(C)c3s2)cc1	-0.5	1.2	-5	11	14	42	-17	97	4.1	-21
O=C(CN1C(=O)NC2(CCCC2)C1=O)NC(c1ccccc1)c1ccccc1	1.4	0.3	1	-2	-3	-6	-1	97	-1.4	4
Cc1ccc(-n2ncc(-c3nnc(SCC(=O)NC4CCCC4)o3)c2N)cc1C	-2.0	0.4	-1	5	3	0	-2	92	-1.1	-21
O=C(CSc1n[nH]c(=O)n1-c1ccccc1)Nc1ccccc1	-0.6	-0.2	-1	-2	16	10	-2	88	0.0	6
COc1nc(N(C)C)nc(N2CC(=O)N(CCNS(=O)(=O)c3ccc(C)cc3)C2=N)n1	2.4	-0.1	3	-7	0	-4	0	101	-2.5	5
CCCCCC(CC(=O)NO)C(=O)NC(C(=O)N1CCCC1CO)C(C)C (stereo not drawn)	0.4	-0.1	9	-1	7	1	5	97	0.1	29
COc1ccc([C@H]2C=C(C(=O)O)O[C@@H](OCCCCO)C2)cc1	11	0.3	2	-1	-6	44	1	98	1.3	2
c1ccc2c(c1)oc1c(N3CCOCC3)ncnc12	-2.1	-0.2	-1	0	7	-4	3	94	2.0	-13
CCC(=O)N1CCC1(C)C(=O)Nc1ccc(OC(F)F)cc1 (stereo not drawn)	5.8	-0.2	2	-6	13	-1	2	102	0.2	1
Cc1ccccc1-c1nc(CS(=O)(=O)CC(=O)NCCCN2C(C)CCCC2C)c(C)o1 (stereo not drawn)	0.5	0.0	1	13	7	0	8	97	-1.3	13
COc1ccc2cc(C(=O)C3CCCN(Cc4cnc(N5CCOCC5)s4)C3)ccc2c1 (stereo not drawn)	-0.7	0.2	-4	3	11	1	-3	90	-3.1	-4
COc1cc(OC)cc(C2=Cc3ccc(OC)cc3C(CC(C)=O)N2c2ccc(-c3cncnc3)cc2)c1 (stereo not drawn)	-1.4	-0.3	·	5	·	-6	4	93	·	·
CC1(C(=O)NS(=O)(=O)c2ccc(Cl)cc2)CCN1C(=O)CCc1ccc(Cl)cc1Cl (stereo not drawn)	-3.8	0.0	1	-1	3	-2	1	104	1.9	0
Cc1cc(=O)[nH]c2ccccc12	-1.1	0.0	2	1	7	1	-2	96	-1.6	16
Nc1ncnc2c1ncn2[C@@H]1O[C@H](CNC(=O)[C@H](N)Cc2cccnc2)[C@@H](O)[C@H]1O	8.2	-0.2	2	3	·	-2	-1	95	·	2
CC1(C)CC(=O)C2=C(C1)Nc1ccccc1[S@]2=O	0.1	0.1	0	-8	18	2	3	104	0.9	1
O=C1COc2ccc(NC(=O)c3ccccc3C(=O)O)cc2N1	0.3	0.1	1	-8	-3	36	5	98	1.1	2
CCN1CCN(CC(=O)Nc2cc(S(=O)(=O)N3CCCCC3)ccc2Cl)CC1	1.2	0.0	1	5	2	-2	1	101	-1.9	9
CSc1cccc(N2CC(C(=O)N3CCN(S(=O)(=O)c4ccccc4Cl)CC3)CC2=O)c1 (stereo not drawn)	0.6	0.1	1	-3	-2	1	-4	85	2.3	3
O=C(c1ccc2c(=O)n3c(nc2c1)CCC3)N1CCCSC1=Nc1ccccc1	-0.1	0.2	1	6	-4	5	5	102	-3.6	3
CC(=O)Nc1cc(-c2cccc(C(=O)N(C)C)c2)cn2c(-c3cccc(C(=O)N(C)C)c3)cnc12	1.0	0.1	25	3	17	2	-2	100	1.3	21
O=C(NCc1nc2ccccc2[nH]1)C1=C[C@H](c2csc3ccccc23)C[C@H](OCc2ccc(CO)cc2)O1	-3.2	-0.1	-6	11	19	-2	-8	92	1.2	14
O=C1NC[C@H](CCCCN2C[C@H](Cc3ccccc3)N(CCc3ccc(O)cc3)C(=O)C2=O)N(CCc2ccccc2)C1=O	0.1	0.0	·	3	·	-2	2	92	·	·
CCOC(=O)N1CCN(C(=O)C[C@@H]2C[C@@]3(C(=O)OCC)CCCC=C3N(Cc3ccc(Cl)cc3Cl)C2=O)CC1	-0.8	-0.1	·	1	·	13	1	99	·	·
(continued)
SMILES	iPSC survival up	aDG glyco up	N-glyco inh	ABHD5-PLIN5 inh	MC4R antag cAMP	Granule exo inh	HTR2A ag	ABCB6 inh MLPCN	MC4R ag barr	Cardio protect
Cc1cc(C)nc(-n2nc(C)cc2NC(=O)CN2CCC(C)CC2)n1	3.2	0.4	-3	7	0	-3	-2	i	-0.1	14
O=C(NCCc1ccccc1)c1ccc2c(c1)S(=O)(=O)c1cc(Cl)ccc1C2=O	3.7	0.2	6	-3	-7	-7	-3	99	-2.2	2
Cc1c([N+](=O)[O-])c(C(=O)NC2CCCC2)nn1C	-0.5	-0.4	1	-4	6	3	0	98	-3.5	3
Cc1ccccc1-c1nnc(SCC(=O)N(CC(C)C)c2c(N)n(CC(C)C)c(=O)[nH]c2=O)n1C	-0.5	0.1	-1	-4	3	-11	-4	103	0.3	-9
O=C(NCc1ccccc1)C1CCC(=O)N(CCCN2CCCC2=O)C1 (stereo not drawn)	-0.3	-0.2	3	-3	1	-7	-3	97	-2.6	7
O=C(CN(C(=O)CCC(=O)Nc1nccs1)c1ccccc1F)NCc1ccc2c(c1)OCO2	2.5	0.0	2	0	1	-7	7	98	1.2	2
CC(=O)c1cccc(NC(=O)CN(c2ccccc2)S(C)(=O)=O)c1	-2.0	-0.2	0	-2	15	7	-5	109	0.8	-2
COc1ccc(C(=O)NCC(=O)N2CCN(c3ccc(F)cc3)CC2)cc1	0.5	0.1	1	6	5	0	-6	96	-1.4	3
Cc1ccc(S(=O)(=O)N2CCN(C(=O)CSc3ccc(F)cc3)CC2)cc1	-0.3	0.1	-3	-1	11	4	-8	98	-1.4	-3
CCc1ccc(C(=O)COC(=O)c2cc([N+](=O)[O-])ccc2N2CCOCC2)cc1	2.2	0.2	16	-16	2	-5	-11	93	-4.1	-2
O=c1c2sccc2nc(SCc2cc(=O)n3cc(Br)ccc3n2)n1Cc1ccccn1	-0.5	-0.5	-2	-6	-2	-3	0	93	-2.3	13
CC(C)c1ccc(NC(=O)[C@@H]2CCC(=O)N2C2OC(=O)c3ccccc32)cc1 (stereo partly drawn)	4.2	0.1	2	-8	14	-4	-1	97	-0.1	1
COc1ccc(NCCc2ccccn2)cc1	-0.1	-0.1	1	5	9	3	-2	99	-0.8	10
COc1ccc(OC)c(-n2c(=S)[nH]c3cc(C(=O)N4CCCCC4)ccc3c2=O)c1	0.5	0.3	-2	-5	4	-4	3	96	-2.4	2
COC(=O)c1sc2nc[nH]c(=O)c2c1C	9.4	-0.2	0	-4	4	-2	-2	112	-1.3	16
O=C(O)Cc1c[nH]c2cccc(O)c12	0.6	1.4	2	10	6	8	2	98	1.8	-1
C=CCN1C(=O)/C(=C/c2ccc(OC)cc2)S/C1=N/c1nccs1	-0.2	-0.6	2	-2	2	-3	3	99	0.2	-8
CCn1cc(SCC(=O)NCC2CCCO2)c2ccccc21 (stereo not drawn)	-2.0	-0.2	1	-12	8	-1	-3	105	1.0	5
CC[C@@H](C)[C@@H]1CN([C@@H](CN2CCC[C@H]2CN2C(N)=NC[C@H]2C(C)C)C(C)C)C(=N)N1CCCC1CCCC1	-0.7	0.2	1	16	12	-2	10	100	1.2	-7
COc1ccc(NC(=O)CSc2nnc(-c3ccccc3C)n2N)cc1OC	1.1	0.1	1	0	19	0	2	95	-1.8	-1
CC(C)=CCN1CCN(Cc2cccc3c2OCO3)CC1CCO (stereo not drawn)	-0.7	0.0	-1	2	7	9	-7	102	-2.7	1
CN(C)S(=O)(=O)N1CCN(C(=O)N2CCCCCC2)CC1	0.1	0.0	1	-3	16	8	0	104	-0.1	0
c1coc(CNCc2cccs2)c1	-2.6	-0.2	-1	-3	-5	-3	2	90	-1.9	7
COCCn1c(SCC(=O)NN2C(=O)NC(C)(c3ccccc3)C2=O)nnc1-c1ccncc1 (stereo not drawn)	-2.8	-0.2	2	-2	-1	17	11	103	0.7	10
CN(CCOCCOc1ccc(Cl)cc1Br)Cc1ccccc1	2.8	0.1	0	11	10	0	-11	96	0.4	-5
(more compounds)
SMILES	iPSC survival up	aDG glyco up	N-glyco inh	ABHD5-PLIN5 inh	MC4R antag cAMP	Granule exo inh	HTR2A ag	ABCB6 inh MLPCN	MC4R ag barr	Cardio protect
COc1ccc(-c2n[nH]c(C)c2-c2ccccc2OC)c(O)c1	1.3	0.7	1	-6	29*	8	1	94	4.6	-10
Cc1cc(-n2c(C)cc(C(=O)CN3C(=O)NC4(CCCCCC4)C3=O)c2C)no1	-2.9	-0.1	-1	10	-1	-4	4	99	-0.7	9
CSc1ccc(CCNC(=O)CCc2nnc3ccc(N4CCOCC4)nn23)cc1	0.9	-0.1	2	6	4	-3	3	101	-0.7	6
CC(=O)C1=C(O)C(=O)N(Cc2ccco2)C1c1ccccc1 (stereo not drawn)	-1.7	0.1	1	-6	-2	-2	4	94	-0.8	-8
CCc1ccccc1NC(=O)CNC(=O)c1ccc(S(=O)(=O)NCc2ccco2)cc1	-1.3	-0.8	0	4	0	1	-2	101	0.8	-4
O=C(CNC(=O)c1ccccc1Br)NCC(c1ccco1)N1CCCCC1 (stereo not drawn)	0.1	-0.2	3	12	6	-2	3	106	-2.1	2
CC(C)(C)NC(=O)C(=O)NNC(=O)c1cccc([N+](=O)[O-])c1	-0.3	-0.2	1	-1	7	-8	1	99	-3.2	1
Cc1cccc(NC(=O)CCC(=O)Nc2nnc(C3CCCCC3)s2)c1	0.8	-0.3	0	1	-1	-5	1	97	2.1	-12
COc1ccccc1C(=O)Nc1ccnn1C1CCN(C2CCSCC2)CC1	-0.6	-0.1	-2	4	17	1	-6	95	-2.6	2
CCOc1cc(CNc2ccc3cn[nH]c3c2)ccc1OC	-1.5	-0.2	21	-14	-1	-2	-4	102	-2.1	3
Cc1cc(OCC(=O)Nc2cnn(CCCC(=O)O)c2)ccc1Cl	-0.6	0.1	0	-5	5	-1	2	100	-2.2	-1
C=CCN(CC=C)C(=O)c1ccc(OC2CCN(S(=O)(=O)N(C)C)CC2)cc1	0.0	0.5	-3	1	11	-3	0	100	-3.1	-4
CCn1c2ccccc2c2cnc(N=CN(C)C)c(C#N)c21	-0.1	0.5	-8	4	7	-2	4	84	4.8	18
O=C1CSC(=S)N1N=Cc1c[nH]c2ccc(Br)cc12	8.6	-0.2	1	-16	2	-7	-3	101	-2.7	0
